High-throughput results from PubChem BioAssay.
Pin1 inh: qHTS Assay to Find Inhibitors of Pin1. Potency, µM (doses to about 115 µM), for the others: top-dose activity, negative = inhibition, usual class: inhibitors. 0.009% of 390,000 active. Pin1 FP peptide displacement, HiFluor488, 10 min. AID 504891, 2011. Peptidyl-prolyl cis-trans isomerase NIMA-interacting 1 (Homo sapiens), Q13526; active = well fitted inhibition curve with a large enough effect in the polarisation, with a control signal flat, not every such curve was filed as active; inconclusive = small, poorly fitted or top-dose-only effect, or effect the other way, or a change in a side signal; inactive = no such curve, though single readings can be large or run the other way; the % refers to the polarisation; note: potency is the fitted concentration of half-maximal effect; % is set by controls: 0 for no effect and ±100 for the full control effect
PI4K2A inh: qHTS for small molecular inhibitors of PI4K2A; 0.13% of 420,000 active; purified PI4K2A, ADP-Glo luminescence, 1 h; stronger effect = lower value; activity change, negative = inhibition, % at 76.9 µM; AID 1346378, 2018; Phosphatidylinositol 4-kinase type 2-alpha (Homo sapiens), Q9BTU6; in the data active = activity change below about -50%; inconclusive = mostly about -30% to -49%;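 note: -100% = wells without enzyme as full effect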
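PI4K2A activity was measured by ADP-Glo luminescence: enzyme (4 ug/mL stock) and phosphatidylinositol (1.2 mM stock) in Tris pH 7.5/MgCl2/EGTA/Triton X-100 buffer were reacted with ATP (300 microM stock) for one hour at ambient temperature.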
JMJD2A Tudor: qHTS Assay for Inhibitors of JMJD2A-Tudor Domain | Lysine-specific demethylase 4A (Homo sapiens), O75164 | AlphaScreen JMJD2A-Tudor / H3K4me3 peptide binding | Potency, µM (titrated, usually from 114 µM), without a hit: top-dose activity change, negative = inhibition, most hits filed as inhibitors | 4.4% of 390,000 active | AID 504339, 2011; note: potency is the fitted concentration of half-maximal effect; % is set by controls: 0 for no effect and ±100 for the full control effect; nearly all actives have a fitted effect of over 50% in size
POLH inh: qHTS for Inhibitors of Polymerase Eta. Potency, µM (titrated, usually from 114 µM), inactives show top-dose activity change, negative = inhibition, most hits filed as inhibitors. recombinant Pol eta, fluorescent DNA replication assay. DNA polymerase eta (Homo sapiens), Q9Y253. 1.2% of 390,000 active; note: potency is the fitted concentration of half-maximal effect; % is set by controls: 0 for no effect and ±100 for the full control effect
Target sequence (Q9Y253 whole entry, looked up): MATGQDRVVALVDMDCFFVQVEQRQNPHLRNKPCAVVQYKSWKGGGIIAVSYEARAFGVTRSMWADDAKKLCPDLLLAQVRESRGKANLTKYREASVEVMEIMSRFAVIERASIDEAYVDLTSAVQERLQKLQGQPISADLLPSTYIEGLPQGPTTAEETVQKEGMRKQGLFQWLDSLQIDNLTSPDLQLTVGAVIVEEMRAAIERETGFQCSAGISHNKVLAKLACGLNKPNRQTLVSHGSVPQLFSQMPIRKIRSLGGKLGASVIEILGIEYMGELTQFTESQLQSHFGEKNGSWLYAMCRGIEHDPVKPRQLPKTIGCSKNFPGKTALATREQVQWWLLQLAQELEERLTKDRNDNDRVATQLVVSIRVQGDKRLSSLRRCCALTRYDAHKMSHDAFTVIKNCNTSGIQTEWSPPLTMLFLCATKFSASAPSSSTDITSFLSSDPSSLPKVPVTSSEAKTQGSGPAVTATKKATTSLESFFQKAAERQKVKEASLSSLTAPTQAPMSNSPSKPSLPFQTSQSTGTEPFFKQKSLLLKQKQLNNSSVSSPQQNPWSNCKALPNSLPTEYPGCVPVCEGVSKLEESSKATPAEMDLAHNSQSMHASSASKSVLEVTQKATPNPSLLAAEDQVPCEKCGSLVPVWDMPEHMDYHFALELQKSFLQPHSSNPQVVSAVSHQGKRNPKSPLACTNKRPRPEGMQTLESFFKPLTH
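Fluorescent replication assay: 50 nM final substrate added after a 15 min room-temperature compound preincubation with 10 nM enzyme. Signal taken at 0 min and again at 10 min.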
GLS inhibitor: qHTS for Inhibitors of Glutaminase (GLS); Glutaminase kidney isoform, mitochondrial (Homo sapiens), O94925; GLS enzymatic activity, qHTS titration; Potency, µM (series often up to 45.5 µM), inactives show at the top dose activity change, negative = inhibition, usual class: inhibitors; 0.21% of 410,000 active; note: potency is the fitted concentration of half-maximal effect; % is set by controls: 0 for no effect and ±100 for the full control effect
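Compounds were pin-transferred onto hKGA, after which L-glutamine (1 mM solution) and a detection mix of glutamate oxidase, HRP and Amplex Red were added. Initial and 30 min RT fluorescence reads were collected.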
HP1b chromo inh: HTS for Inhibitors of HP1-beta Chromodomain Interactions with Methylated Histone Tails | AlphaScreen HP1-beta / biotin-H3K9me3 peptide binding | Potency, µM (series often up to 114 µM), for inactives: at the highest dose activity change, negative = inhibition, hits mostly inhibitors | AID 540317, 2011 | Chromobox protein homolog 1 (Homo sapiens), P83916 | 0.56% of 390,000 active; note: potency is the fitted concentration of half-maximal effect; nearly all actives have a fitted effect of over 70% in size; inactives centre near 23
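HP1-beta protein (50 nM final) preincubated 30 min at room temperature with biotinylated H3(1-18)K9me3 peptide (50 nM) in PBS pH 7.4, 0.01% Tween-20, then compound added for 30 min. AlphaScreen streptavidin donor/nickel chelate acceptor beads (10 ug/mL final), 30 min dark, luminescence read.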
BAZ2B inh: qHTS Assay for Inhibitors of BAZ2B; Bromodomain adjacent to zinc finger domain protein 2B (Homo sapiens), Q9UIF8; AlphaScreen BAZ2B-H3K14Ac peptide displacement; Potency, µM (titrated, usually from 114 µM), for the others: at the top dose activity change, negative = inhibition, hits mostly inhibitors; 4.4% of 360,000 active; note: potency is the fitted concentration of half-maximal effect; % is set by controls: 0 for no effect and ±100 for the full control effect; nearly all actives have a fitted effect of over 60% in size
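In this displacement format the biotinylated H3(5-23) peptide acetylated at Lys14 serves as ligand at 50 nM, with BAZ2B at 50 nM in PBS pH 7.4 containing 0.01% Tween-20. Donor and acceptor beads are 10 ug/mL final.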
G9a block: qHTS Assay for Inhibitors of Histone Lysine Methyltransferase G9a | Histone-lysine N-methyltransferase EHMT2 (Homo sapiens), Q96KQ7 | G9a H3K9 monomethylation, AlphaScreen, 2 h | Potency, µM (series often up to 102 µM), for inactives: at the highest dose activity, negative = inhibition, hits mostly inhibitors | 8.8% of 350,000 active; note: potency is the fitted concentration of half-maximal effect; % is set by controls: 0 for no effect and ±100 for the full control effect; nearly all actives have a fitted effect of over 75% in size
Target sequence (Q96KQ7 913-1193 limits assumed): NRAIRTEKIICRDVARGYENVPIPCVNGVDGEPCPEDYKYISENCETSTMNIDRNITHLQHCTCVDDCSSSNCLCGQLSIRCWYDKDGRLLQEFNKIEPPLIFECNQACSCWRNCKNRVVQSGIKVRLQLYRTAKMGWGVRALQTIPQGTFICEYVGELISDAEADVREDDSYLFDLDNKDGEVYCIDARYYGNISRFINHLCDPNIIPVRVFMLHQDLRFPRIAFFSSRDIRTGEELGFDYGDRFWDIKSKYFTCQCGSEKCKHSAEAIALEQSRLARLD
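Chemiluminescent proximity detection of H3K9 monomethylation, read after 10 min bead incubation in the dark. Reaction: 20 nM G9a, 500 nM biotin-H3K9 peptide, 20 uM SAM cofactor, 2 h, room temperature, following 15 min enzyme-compound preincubation.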
Tb PGK inh: qHTS Assay to Find Inhibitors of Phosphoglycerate Kinase; 0.043% of 380,000 active; PGK/GAPDH coupled, Kinase-Glo luminescence, 60 min; Potency, µM (doses to about 57.5 µM), for the others: top-dose activity change, negative = inhibition, usual class: inhibitors; Phosphoglycerate kinase, glycosomal (Trypanosoma brucei brucei), P07378; note: potency is the fitted concentration of half-maximal effect; % is set by controls: 0 for no effect and ±100 for the full control effect; nearly all actives have a fitted effect of over 60% in size
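Luminescent ATP detection (Kinase-Glo Plus) follows a 60-minute room-temperature incubation, with wells lacking PGK as controls. Buffer: 100 mM TEA (pH 7.6), 5 mM MgCl2, 0.01% Tween-20. Coupling enzyme GAPDH (100 nM final) supplies unstable 1,3-BPG in-well.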
* marks the source's active call; other numbers are inactive results; i = inactive; ? = inconclusive; . = no result given; & = joins results of further samples; [ ] = another dose, or the depositor's remark. Unless noted, calls come from the whole dose curve; as a rule, active = well fitted curve in the direction sought with a large enough effect; inconclusive = small, poorly fitted or top-dose-only effect, or another doubt; inactive = no such curve, though single readings can be large; an effect the other way counts as inactive or inconclusive. These rows are one share of the data; the hit share may differ from the screen's.

SMILES	Pin1 inh	PI4K2A inh	JMJD2A Tudor	POLH inh	GLS inhibitor	HP1b chromo inh	BAZ2B inh	G9a block	Tb PGK inh
COc1ccc2[nH]c3c(c2c1)CCN1C(=O)C(CC(=O)NCCN2CCOCC2)C[C@H](C(=O)N2CCOCC2)[C@@]31CCC1CCCC1 (stereo partly drawn)	-11%	-3	-24%	-11%	3%	30%	.	.	1%
CC1([N+](=O)[O-])COC2(CCCCC2)OC1	-5%	-9	-1%	-10%	-14%	-18%	.	.	0%
CCn1c(SCC(=O)N/N=C/c2ccc(C)o2)nnc1-c1ccc(C)cc1	-3%	-1	?	-21%	11%	33%	-3%	45µM*	-2%
COc1ccc(S(=O)(=O)N2CCCC2C(=O)NCc2ccccc2Cl)cc1 (stereo not drawn)	2%	-1	-14%	-9%	-2%	22%	-1%	16%	9%
COc1ccccc1/C=C/C=N/NC(=O)c1cc(-c2ccco2)[nH]n1	16%	-2	?	?	1%	?	?	.	2%
O=C(/C=C/c1cccc(C(F)(F)F)c1)Nc1cccc(C(F)(F)F)c1	?	1	7%	-6%	-2%	57%[activator]	17%	19%	.
O=C(COC(=O)c1c(F)cccc1F)Nc1ccc2[nH]c(=O)[nH]c2c1	?	4	-17%	?	-4%	30%	-31%	?	-2%
CC(C)NC(=O)NC(=O)CSc1ccc(S(=O)(=O)N2CCOCC2)cn1	1%	-3	10%	-5%	1%	22%	34%	45µM*	2%
O=C(c1ccc(=O)oc1)N1CCOCC1	.	-10	45µM*	1.8µM*	11µM*	22µM*	50µM*	22µM*	?
COc1ccc(C(=O)NC2CCCc3ccccc32)cc1 (stereo not drawn)	3%	-1	-5%	-11%	-6%	58%[activator]	13%	-12%	0%
Cc1ccc(C(=O)Cn2nnc3ccccc32)cc1C	6%	1	-12%	-5%	3%	34%[activator]	-7%[57.1 µM]	46%[0.501 µM]	.
O=C(CN1c2cccc3cccc(c23)S1(=O)=O)NCc1ccc2c(c1)OCO2	42%[activator]	5	1%	1%	-2%	28%	-2%	-9%	-8%
CCC(C(=O)OCc1csc(CC(=O)Nc2ccccc2C)n1)c1ccccc1 (stereo not drawn)	24%	-3	-1%	-18%	3%	64%[activator]	56%[activator]	38%[12.7 µM]	-1%
CCOC(=O)CC(NC(=O)c1cccc2c1C(=O)N(Cc1cccnc1)C2)c1ccc(OC(C)C)cc1 (stereo not drawn)	-3%	2	-15%	-20%	6%	26%	2%	-39%	-9%
c1coc(-c2ccnc(-n3cccc3)n2)c1	-3%	3	-4%	-9%	0%	22%	-2%	?	i
CCN(CC)c1ccc(/C=N/NC(=O)c2c[nH]c3ccccc23)cc1	0%	-5	-33%	-18%	20%	3%	?	8.9µM*	-1%
O=C(Cn1ccc(C(F)(F)F)n1)Nc1ccc(S(=O)(=O)NCc2ccco2)cc1	-2%	3	-32%	0%	7%	24%	-11%	1%[59 µM]	-1%
CCCc1nc2ccccc2n1CC(O)COc1ccc(NC(C)=O)cc1 (stereo not drawn)	-2%	5	3%	-27%	3%	18%	-24%	8%	2%
O=C(Cn1nnc2ccccc21)N/N=C\C=C\c1ccccc1	1%	-6	-2%[57.1 µM]	?	5%	20%	-27%	16%	0%
CCn1c(=O)c(C(=O)NNC(=O)c2ccccc2)c(O)c2ccccc21	1%	2	3%	-5%	14%	60%[activator]	7%	20%	-1%
CC(C)c1ccccc1NC(=O)COC(=O)Cc1ccsc1	4%	0	-3%	-9%	-6%	41%	0%	19%[59 µM]	-4%
CC(C)OCCCNC(=O)CCCn1c(SCC(=O)c2ccc(Br)cc2)nc2c(sc3ccccc32)c1=O	-2%	-4	-10%	2%	-9%	16%	-12%	9%[59 µM]	-1%
COc1ccc(F)cc1C(=O)C1CCCN(Cc2cccn2-c2ccccn2)C1 (stereo not drawn)	-1%	1	-24%	5%	20%	-12%	-14%	.	1%
COC(=O)Nc1sc2c(c1C(=O)NCc1ccco1)CCCC2	1%	3	-27%	-22%	2%	12%	?	-34%	2%
O=C1C(=O)N(CCN2CCOCC2)C(c2ccc(F)cc2)/C1=C(/O)c1ccc(S(=O)(=O)N2CCOCC2)cc1 (stereo not drawn)	2%	2	3%	-15%	28%	41%	0%	?	i
Cc1cccn2c(=O)cc(COc3cccc(NC(=O)c4cccc(Cl)c4)c3)nc12	-2%	-5	11%	-7%	-10%	35%[57 µM]	4%	5%[59 µM]	i
O=C(Cc1c(F)cccc1Cl)OCC(=O)N1CCc2ccccc21	4%	-5	1%	-10%	-4%	36%	.	.	-10%
CN(Cc1nc(-c2cccnc2)no1)S(=O)(=O)c1ccc2ccccc2c1	4%	4	-8%	-3%	6%	15%	2%	-12%[59 µM]	-7%
Nn1c(SCC(=O)Nc2ccccc2)nnc(Cc2ccccc2)c1=O	-1%	2	-21%	-3%	4%	15%	8%	40%	-4%
Cc1cccc2sc(N(CCCN(C)C)C(=O)c3ccc(S(=O)(=O)N4CCc5ccccc5C4)cc3)nc12	-1%	-3	-28%	-8%	0%	3%	-18%	.	-7%
COc1cccc(CNC(=O)CCNS(=O)(=O)c2ccc3c(c2)CC(C)N3C(C)=O)c1 (stereo not drawn)	-2%	4	?	-9%	18%	25%	-9%	12%[59 µM]	-5%
CC(=O)c1ccc(NC(=O)c2noc3c2CCCCC3)cc1	-6%	5	-14%	-1%	-3%	23%	16%	56µM*	i
Cc1ccc(Cn2nc(C)cc2C(=O)Nc2ccccc2Cl)cc1	-13%	0	-4%	-23%	-8%	0%	-5%	15%	-11%
CCOC(=O)Cc1csc(NS(=O)(=O)c2ccc(NC(C)=O)cc2)n1	-10%	0	-2%	-12%	-4%	54%[activator]	-5%	22%[59 µM]	-1%
Cc1c(CCC(=O)O)c(=O)oc2cc3occ(C(C)(C)C)c3cc12	?	-1	-2%	9%	-1%	18%	-3%	22%[59 µM]	-5%
Cc1cc2c(s1)CCCCC(=O)N2	-6%	-3	11%	-18%	-8%	26%	?	-12%[59 µM]	-4%
CCCCC(=O)Nc1ncc2c(n1)CC(C)(C)CC2=O	-6%	-4	-12%[11.4 µM]	-26%	-14%	55%[activator]	1%	2%	4%
Cc1cc2c(cc1C)C(=O)C(=O)N2	0%	5	-21%	-8%	-3%	19%	.	.	-1%
CCC(C(=O)NC1CCCCC1)n1c(SCc2ccc(F)cc2)nc2ccncc21 (stereo not drawn)	2%&5%	4&1	-7%&1%	14%&-15%	1%&-3%	20%&39%	3%&-2%	-7%[59 µM]	-9%&2%
CCCCN(C(=O)c1ccc(C)c(S(=O)(=O)N2CCOCC2)c1)c1c(N)n(CC(C)C)c(=O)[nH]c1=O	4%	-1	-14%	-1%	1%	5%	13%	?	i

BAZ2B inh: entries above that show a hit.
SMILES	Pin1 inh	PI4K2A inh	JMJD2A Tudor	POLH inh	GLS inhibitor	HP1b chromo inh	BAZ2B inh	G9a block	Tb PGK inh
O=C(c1ccc(=O)oc1)N1CCOCC1	.	-10	45µM*	1.8µM*	11µM*	22µM*	50µM*	22µM*	?

The list goes on:
SMILES	Pin1 inh	PI4K2A inh	JMJD2A Tudor	POLH inh	GLS inhibitor	HP1b chromo inh	BAZ2B inh	G9a block	Tb PGK inh
Cc1nc(C)c(C(=O)N2CCCC(C(=O)c3ccc4ccccc4c3)C2)s1 (stereo not drawn)	-9%	-4	-17%	3%	13%	24%	-11%	4%	-5%
c1cc(C2CCCCC2)ccc1Oc1nc(N2CCOCC2)nc(N2CCOCC2)n1	2%	1	3%	5%	7%	22%	2%	.	-6%
COc1cccc(CN2C(=O)c3ccccc3C2C(=O)NCC2CCCO2)c1 (stereo not drawn)	0%	0	-5%	3%	10%	17%	-6%	12%[59 µM]	-2%
Oc1ccccc1CN1CCN(C(O)(c2ccccc2)c2ccccc2)CC1	-7%	0	-17%	-20%	16%	2%	50µM*	35µM*	-9%
CN(Cc1ccccc1)C(=O)CCC1CCN(S(=O)(=O)N(C)C)CC1	-2%	1	-3%	-8%	3%	17%	10%	23%	-5%
O=C(CN1C(=O)c2ccccc2C1=O)c1ccc(F)cc1	-3%	-5	-7%	-2%	-6%	10%	7%	-14%[2.33 µM]	i
Cc1cc(NC(=O)c2c(Cl)cnn2C)no1	0%	4	-3%	-3%	0%	13%	-5%	18%[59 µM]	2%
CN1CCN(C2CCN(c3cccc(Cl)c3)CC2)CC1CCO (stereo not drawn)	-1%	-3	-14%	-16%	15%	26%	-7%	9%	-5%
CCCOc1cccc(-c2nnc(N)s2)c1	-2%	-2	4%	-20%	-16%	52%	-2%	-28%	-5%
O=C(Nc1nnc(SCc2ccccn2)s1)C1CC(=O)N(c2ccccc2)C1 (stereo not drawn)	-2%	-1	-5%	-4%	-10%	31%	-9%	?	i
Cc1cc(C(=O)Nc2cccc(C)c2C)n(-c2ccccc2)n1	2%	6	-9%	-14%	4%	17%	3%	-5%	-4%
COc1ccc2nc(-c3cccc(N)c3)[nH]c2c1	4%	-8	-15%	?	9%	7%	-18%	1%[59 µM]	-9%
